NPY2 pot ag: NPY-Y2 potentiators or agonists, primary screen, cell-based | hit rate 0.45% among 220,000 | Neuropeptide Y receptor type 2 (Homo sapiens), P49146 | cells expressing NPY-Y2, potentiator/agonist read-out | activation, % at 3.6 µM; in the data active = activation above about 27%;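 note: cells stimulated with NPY near EC25 plus isoproterenol at EC100; 0% = vehicle plus submaximal agonist and 100% = vehicle plus saturating agonist; some results beyond the cut were filed as inactive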
Target sequence (P49146 whole entry, looked up): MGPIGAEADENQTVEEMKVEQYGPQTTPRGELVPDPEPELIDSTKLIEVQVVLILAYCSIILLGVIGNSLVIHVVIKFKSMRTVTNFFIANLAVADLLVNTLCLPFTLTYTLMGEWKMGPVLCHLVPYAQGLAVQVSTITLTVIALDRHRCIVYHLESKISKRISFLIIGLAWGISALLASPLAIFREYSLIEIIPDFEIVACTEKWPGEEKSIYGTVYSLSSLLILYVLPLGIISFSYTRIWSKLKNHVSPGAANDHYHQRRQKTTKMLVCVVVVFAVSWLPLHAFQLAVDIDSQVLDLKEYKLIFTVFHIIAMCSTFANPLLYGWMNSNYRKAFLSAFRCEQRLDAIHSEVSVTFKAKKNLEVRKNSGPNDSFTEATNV
Runt-CBFb FRET: inhibitors of RUNX1 Runt–CBFb binding, primary screen, biochemical, FRET, Cerulean-Runt, Venus-CBFb, uHTS | inhibition, % at 20 µM | Cerulean-Runt/Venus-CBFb FRET ratio 530/480, 1 h | Runt-related transcription factor 1 (Homo sapiens) + Core-binding factor subunit beta … | hit rate 0.46% among 220,000;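 active = inhibition over about 50% at 20 µM in the single-dose screen, limit read from the data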;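 note: 0% = DMSO wells and 100% = excess unlabeled CBFb competitor control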
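Measured by: fluorescence energy transfer, 422 nm excitation, 530/480 nm emission; Assay system: Cerulean-Runt domain; Medium: Tris pH 7.5 buffer with BSA; Measure: loss of energy transfer signal; Controls: 5 µM unlabeled CBFb as full-inhibition high control; Incubation: protein complex preformed 1 h, compound exposure 1 h, room temperature, dark.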
BaF3 tox: parental Ba/F3 cell viability inhibition, counter-screen for JAK2V617F inhibitor project, murine pro-B, CellTiter-Glo luminescence; CellTiter-Glo ATP luminescence; inhibition, % at 5.6 µM; hit rate 1.1% among 220,000;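 active = inhibition above a per-campaign cutoff, the mean inhibition of all tested compounds plus 3 SD, cut at about 27% in these data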;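 note: 0% = DMSO wells and 100% = JAK Inhibitor I control wells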
RBBP9 inh: human RBBP9 inhibitors, primary screen, biochemical, fluorescence polarization, FP-Rh probe, HTS; Serine hydrolase RBBP9 (Homo sapiens), O75884; recombinant RBBP9; inhibition, % at 7.94 µM; hit rate 0.2% among 220,000; AID 1515, 2009;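 active = inhibition above the campaign mean of all tested compounds plus 3 SD, cut at about 14% in these data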;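 note: plate controls were DMSO wells with RBBP9 for no effect and wells lacking RBBP9 protein for full effect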
Target sequence (O75884 whole entry, looked up): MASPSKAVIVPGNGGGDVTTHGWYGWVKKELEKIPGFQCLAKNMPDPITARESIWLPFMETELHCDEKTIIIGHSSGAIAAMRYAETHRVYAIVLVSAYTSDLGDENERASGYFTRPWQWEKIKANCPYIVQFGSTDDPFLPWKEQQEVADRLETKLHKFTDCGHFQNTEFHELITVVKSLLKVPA
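Test system: recombinant human RBBP9; Timing: 30 min then 45 min, 25 °C; Detection: fluorescence polarization; Control set: RBBP9 with DMSO as uninhibited control, no-protein wells as full inhibition; Compound dosing: one concentration, 7.94 µM nominal, 0.794% DMSO; Probe or stimulus: FP-Rh activity-based probe, 375 nM before mixing.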
NPY Y1 blocker: NPY-Y1 receptor antagonists, primary screen, cell-based; HEK293-CNG Y1 cells, membrane potential fluorescence; NPY at EC95, then isoproterenol; inhibition, % at 3.6 µM; hit rate 1% among 200,000; Neuropeptide Y receptor type 1 (Homo sapiens), P25929;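 active = inhibition above the campaign mean inhibition of all tested compounds plus 3 SD, cut at about 20% in these data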;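 note: 0% = DMSO wells given NPY plus isoproterenol and 100% = isoproterenol alone without NPY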
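Test system – HEK293 Y1/CNG channel cell line · Also added – NPY agonist 25 nM, then isoproterenol 1 µM plus Ro 20-1724 25 µM · Compound dosing – one concentration, 3.6 µM, in 0.4% DMSO · Schedule – compound incubation 1 h at room temperature, readout 45 min post-stimulation · Technique – fluorescence, membrane potential probe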
S1P4 agonist: S1P4 receptor agonists, primary screen, cell-based; Sphingosine 1-phosphate receptor 4 (Homo sapiens), O95977; S1P4-expressing cell line, agonist reporter assay; activation, % at 4.98 µM; hit rate 0.35% among 220,000; in the data active = activation above about 11%;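 note: 0% = DMSO vehicle and 100% = reference agonist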
Target sequence (O95977 whole entry, looked up): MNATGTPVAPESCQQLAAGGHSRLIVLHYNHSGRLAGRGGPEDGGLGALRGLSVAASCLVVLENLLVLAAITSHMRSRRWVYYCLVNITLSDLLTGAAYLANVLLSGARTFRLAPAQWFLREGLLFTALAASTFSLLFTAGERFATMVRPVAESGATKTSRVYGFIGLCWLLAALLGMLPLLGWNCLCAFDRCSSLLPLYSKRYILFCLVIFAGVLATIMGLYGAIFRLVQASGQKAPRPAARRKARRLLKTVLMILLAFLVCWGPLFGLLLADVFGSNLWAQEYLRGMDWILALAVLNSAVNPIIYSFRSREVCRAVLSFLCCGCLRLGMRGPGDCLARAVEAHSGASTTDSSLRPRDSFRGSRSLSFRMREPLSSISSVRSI
S1P4 antag: S1P4 receptor antagonists, primary screen, cell-based; hit rate 0.26% among 220,000; S1P4-expressing cells, antagonist mode, reporter read-out; Sphingosine 1-phosphate receptor 4 (Homo sapiens), O95977; inhibition, % at 4.98 µM; in the data active = inhibition above about 29%;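 note: 0% = wells stimulated with agonist and 100% = vehicle wells without agonist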
NPY1 pot ag: NPY-Y1 receptor potentiators or agonists, primary screen, cell-based; hit rate 0.37% among 220,000; NPY-Y1 expressing cells, potentiator/agonist activation; activation, % at 3.6 µM; Neuropeptide Y receptor type 1 (Homo sapiens), P25929; in the data active = activation above about 33%, passing the limit was not always enough;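 note: cells stimulated with NPY at EC10 then isoproterenol at EC100; 0% = low agonist plus stimulus and 100% = saturating agonist plus stimulus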
Ba/F3 V617F tox: reduced viability of JAK2V617F-dependent Ba/F3 cells, primary screen, JAK2V617F inhibitor project, cell-based, Ba/F3 EpoR-JAK2V617F, luminescence; hit rate 1.1% among 220,000; ATP luminescence; inhibition, % at 5.6 µM;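 active = inhibition above the campaign mean plus 3 SD over all tested compounds, cut at about 24% in these data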;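 note: cytokine-independent growth of Ba/F3 cells driven by EpoR plus mutant JAK2; 0% = DMSO-treated cells and 100% = JAK inhibitor I control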
Active calls of the source: *; . = not tested or not shown.

SMILES	NPY2 pot ag	Runt-CBFb FRET	BaF3 tox	RBBP9 inh	NPY Y1 blocker	S1P4 agonist	S1P4 antag	NPY1 pot ag	Ba/F3 V617F tox
CC1COC(c2cccn2Cc2ccccc2Cl)=N1 (centres undefined)	-13	0	2	-6	3	-1.5	0	-25	2
Cn1c(=O)[nH]c(=O)c2c1nc(SCCN1CCCCC1)n2Cc1ccccc1	-5	-1	5	-5	4	0.5	-14	-6	-2
COc1ccc(S(=O)(=O)Nc2cccc(C(C)=O)c2)cc1Br	-25	-2	7	1	3	0.6	-14	-3	3
Clc1ccccc1C1SCC2Nc3ccccc3CN21 (centres undefined)	12	-1	7	-10	-2	0.6	-7	-20	2
O=C(CCC(=O)c1cccs1)NCc1ccc(F)cc1	-13	0	3	-10	6	-2.5	-3	-3	-3
O=C(/C=C/c1ccccc1Cl)Nc1ccc2c(c1)C(=O)NC2=O	-5	-2	7	-16	-4	0.2	-2	-4	0
CCNc1nc(SC(C)C(=O)OC)nc(N(C)C)n1 (centres undefined)	-10	0	8	-7	-1	-2.6	2	0	7
CCOC(=O)c1cccc(NC(=O)CCn2nnc3ccccc32)c1	8	1	3	-1	-1	-0.4	0	-34	-3
CS(=O)(=O)N(CC(=O)N1CCN(c2cccc(Cl)c2)CC1)c1ccccc1	1	3	6	5	3	0.3	-4	-1	3
Cc1oc(/N=C/c2ccc(Cl)cc2)c(C#N)c1C	-13	0	5	-6	2	1.3	4	9	2
CC1NC(=O)NC1CCCCCC(=O)NCCc1ccccc1 (centres undefined)	6	-1	-1	1	10	3.3	-8	3	-4
COc1ccc(CC(=O)c2ccc(OC)c(OC)c2C)cc1OC	15	-2	6	2	6	0.0	-15	16	-2
CN(C)c1oc(-c2ccccc2Cl)nc1P(=O)(c1ccccc1)c1ccccc1	10	-6	5	-6	13	-0.1	-19	1	-1
Cc1cc(NC(=O)CSc2nnc(-c3c[nH]c4ccccc34)n2-c2ccc(Cl)cc2)no1	-14	-2	3	4	-3	1.6	-16	-20	-1
CCOC(=O)c1c(NC(=O)C2C3CCC(O3)C2C(=O)O)sc2c1CCCC2 (centres undefined)	13	1	8	-6	-3	0.6	5	7	2

Some entries already given, reduced to RBBP9 inh and NPY Y1 blocker:
Molecule | RBBP9 inh | NPY Y1 blocker
CCNc1nc(SC(C)C(=O)OC)nc(N(C)C)n1 (centres undefined) | -7 | -1
CCOC(=O)c1cccc(NC(=O)CCn2nnc3ccccc32)c1 | -1 | -1
CS(=O)(=O)N(CC(=O)N1CCN(c2cccc(Cl)c2)CC1)c1ccccc1 | 5 | 3

Individual results from the results shown.
NPY2 pot ag with `CCOC(=O)c1cccc(NC(=O)CCn2nnc3ccccc32)c1` reads 8
Runt-CBFb FRET with `COc1ccc(CC(=O)c2ccc(OC)c(OC)c2C)cc1OC` reads -2

(listing goes on)
SMILES	NPY2 pot ag	Runt-CBFb FRET	BaF3 tox	RBBP9 inh	NPY Y1 blocker	S1P4 agonist	S1P4 antag	NPY1 pot ag	Ba/F3 V617F tox
Cc1ccc(S(=O)(=O)[N-]c2nc3ccccc3nc2-n2cc[n+](CCC(C)C)c2)cc1	8	-2	3	-2	2	1.1	-2	9	1
COc1ccc(N=C2NC(=O)CS2)c([N+](=O)[O-])c1	-6	-3	-3	-5	11	-0.5	-5	-26	5
COc1ccc(C)cc1NC(=O)c1ccc2c(c1)OCO2	-26	0	7	-1	12	0.4	-13	-30	7
CCOc1ccc(NC(=O)COC(=O)C2(C)CC2(Cl)Cl)c([N+](=O)[O-])c1 (centres undefined)	-5	-1	4	-8	6	1.6	6	-4	-1
CCn1c(=O)cc(OCC(=O)NCCCN2CCN(c3cccc(Cl)c3)CC2)c2ccccc21	-11	-6	12	1	5	-0.2	-10	-9	6
Cc1cc(NC(=O)C2CC(=O)OC2c2ccccc2)no1 (centres undefined)	7	1	-1	-7	3	-1.9	1	-16	-3
COc1ccc(OC2C(=O)N(Cc3ccc(F)cc3)C2c2ccc(OC)c(OC)c2)cc1 (centres undefined)	-29	-1	0	7	-4	1.4	1	-1	5
COCCNC(=O)C(c1cccs1)N(C(=O)Cn1nnc2ccccc21)c1ccccc1 (centres undefined)	-6	-1	6	5	-2	-2.2	4	8	-3
N#Cc1cc2c(=O)n3ccccc3nc2n(Cc2cccnc2)c1=N	-7	.	2	-7	1	1.1	-24	-21	-6
C/C=C(/C)C(=O)OC1c2c(ccc3ccc(=O)oc23)OC(C)(C)C1OC(C)=O (centres undefined)	-10	-4	8	-8	6	-1.3	1	-11	3
Cc1nc(SCC(=O)N2CC(C)OC(C)C2)nc(C)c1C (centres undefined)	-12	-2	4	-11	7	0.3	-1	9	5
O=C(CSc1nccn1-c1ccc(F)cc1)NCc1ccc2c(c1)OCO2	-25	-2	10	-7	4	2.6	-1	-14	-1
O=C(NCCNc1ccc([N+](=O)[O-])cc1C(F)(F)F)c1cccc(F)c1	20	2	9	-3	-1	-0.7	3	14	1
O=C(NC1CCCCC1)C(c1ccco1)N(Cc1ccco1)C(=O)c1ccco1 (centres undefined)	-18	-3	2	-5	13	1.4	-17	9	1
CC(C(=O)NCc1ccccc1)N(CCN1CCOCC1)C(=O)c1snc(C(N)=O)c1N (centres undefined)	16	0	3	-3	-2	-0.4	-18	-3	-1

A section from further up, as a working copy:
SMILES	NPY2 pot ag	Runt-CBFb FRET	BaF3 tox	RBBP9 inh	NPY Y1 blocker	S1P4 agonist	S1P4 antag	NPY1 pot ag	Ba/F3 V617F tox
O=C(NC1CCCCC1)C(c1ccco1)N(Cc1ccco1)C(=O)c1ccco1 (centres undefined)	-18	-3	2	-5	13	1.4	-17	9	1
CC(C(=O)NCc1ccccc1)N(CCN1CCOCC1)C(=O)c1snc(C(N)=O)c1N (centres undefined)	16	0	3	-3	-2	-0.4	-18	-3	-1

Later entries
SMILES	NPY2 pot ag	Runt-CBFb FRET	BaF3 tox	RBBP9 inh	NPY Y1 blocker	S1P4 agonist	S1P4 antag	NPY1 pot ag	Ba/F3 V617F tox
CS(=O)(=O)Nc1ccc2[nH]c(=O)[nH]c2c1	8	1	4	-3	-8	1.2	0	-7	-3
COc1ccccc1N1CCN(C(c2ccc(N(C)C)cc2)c2nnnn2CCc2ccccc2)CC1 (centres undefined)	3	0	2	-4	2	-2.5	-16	2	0
CC1CC(C)CN(C(=O)CSCC(=O)O)C1 (centres undefined)	0	2	2	-10	.	2.4	-1	-3	0
COc1ccc(NC(=O)Cn2cccc2)cc1Cl	1	3	0	3	2	0.9	-2	19	-3
C=CC(=O)NC(C)(C)CCN1CCOCC1	-11	2	3	-6	4	0.4	2	-12	-1
Cc1cc[n+](CC2OCc3ccccc3CO2)cc1	-19	0	12	3	-5	1.6	-7	6	-1
N#CC(=C1CCCC1)c1nc(-c2cc3ccccc3oc2=O)cs1	13	-6	3	-11	5	1.4	-4	-3	0
Cn1ccnc1C(O)c1ccc(OCc2ccccc2)cc1 (centres undefined)	-9	2	4	-5	7	-0.2	-20	-16	-1
CC1CCCC(C)N1C(=O)Cn1cc(C#N)c2ccccc21 (centres undefined)	11	-1	8	-10	-3	-0.9	-18	-12	7
NC(=O)c1sc(-c2ccsc2)cc1NS(=O)(=O)c1ccc(C(F)(F)F)cc1	11	0	-1	2	.	2.4	-8	15	0
CC(=O)Nc1ccc(S(=O)(=O)N2CCN(c3cc(C)nc4ccccc34)CC2)cc1	14	-1	2	2	6	-0.1	-3	3	-3
O=C(O)CNC(=S)N(Cc1cccs1)C1CCCCC1	25	-1	1	-4	1	-1.4	-1	-3	-2
COC(=O)c1ccc([N+](=O)[O-])cc1N1C(=O)C2C3CCC(C3)C2C1=O (centres undefined)	-2	2	7	-10	0	0.1	6	18	-1
CCc1cc2ccccc2nc1SCC(=O)Nc1cc(OC)c(OC)cc1C(=O)O	-20	4	6	-7	12	2.1	-2	-43	3
Cc1cc([N+](=O)[O-])ccc1NC(=O)CSc1nccc(=O)[nH]1	-6	0	14	0	4	0.0	0	-4	4

Single records, as listed above.
Listed for Cc1cc([N+](=O)[O-])ccc1NC(=O)CSc1nccc(=O)[nH]1 → NPY2 pot ag = -6; Runt-CBFb FRET = 0; BaF3 tox = 14; RBBP9 inh = 0; NPY Y1 blocker = 4; S1P4 agonist = 0.0; S1P4 antag = 0; NPY1 pot ag = -4; Ba/F3 V617F tox = 4
Listed for COc1ccccc1N1CCN(C(c2ccc(N(C)C)cc2)c2nnnn2CCc2ccccc2)CC1 (centres undefined) → NPY2 pot ag = 3; Runt-CBFb FRET = 0; BaF3 tox = 2; RBBP9 inh = -4; NPY Y1 blocker = 2; S1P4 agonist = -2.5; S1P4 antag = -16; NPY1 pot ag = 2; Ba/F3 V617F tox = 0

The list goes on.
SMILES	NPY2 pot ag	Runt-CBFb FRET	BaF3 tox	RBBP9 inh	NPY Y1 blocker	S1P4 agonist	S1P4 antag	NPY1 pot ag	Ba/F3 V617F tox
O=C(Nc1ccccc1)OCc1cc(-c2ccccc2Cl)on1	-19	.	8	-15	16	0.1	-11	-10	2
CCOC(=O)c1c(/N=C/c2ccc(OC)cc2O)sc2c1CCN(C)C2	-3	17	1	-3	.	1.4	-3	14	-4
CC1(C)OC(=O)C(=CNc2cccc(C(=O)O)c2)C(=O)O1	-4	0	6	6	-1	1.7	2	1	1
CC1Nc2nc(NC(=O)C(C)(C)C)[nH]c(=O)c2N(C)C1C (centres undefined)	9	0	8	0	3	1.5	-25	-11	-1
O=C(CCCSc1nnc(-c2cccs2)n1CC1CCCO1)c1ccccc1 (centres undefined)	-7	0	5	-3	3	-2.7	-18	-10	3
O=C(N=Nc1ccc(NOC(=O)c2ccccc2Br)cc1)c1ccccc1O	3	4	7	1	3	-0.2	-8	6	-1
Cc1ccc(C2CC(c3ccccc3)=NN2C(=S)Nc2ccccc2)o1 (centres undefined)	7	23	3	-5	7	-1.5	16	24	1

Source: PubChem BioAssay
